Shn3 inh set2: reduction of Shn3 3'UTR firefly luciferase signal, primary screen, Schnurri-3 inhibitor project, cell-based, Clone20 osteoblasts, set 2 | Clone20 osteoblast Shn3 3'UTR firefly luciferase, 24 h | inhibition, % at 12.5 µM | hit rate 0.52% among 360,000 | AID 588674, 2011;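 active = mean inhibition of at least 75% with every replicate also reaching 75%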;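 also: 0% = median of neutral control wells and 100% = pilot-screen positive control compound; some compounds past the cut are filed as inactive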
CF NFkB inh: inhibitors of PAF-induced NF-kB signaling, primary screen, cell-based, GFP fluorescence, uHTS | inhibition, % at 5 µM | KKLEB NF-kB-GFP reporter, GFP fluorescence overnight | hit rate 0.86% among 360,000;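 active = at least 50% inhibition at 5 µM, scaled per plate between neutral and stimulator controls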;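 also: PAF is a Pseudomonas aeruginosa culture filtrate used as stimulus; plate controls were PAF-stimulated DMSO wells for no effect and unstimulated DMSO wells for full effect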
NR2E3 ag-1: NR2E3 agonists in two-hybrid cells, primary screen, cell-based, luminescence, CHO-S, Gal4-NCOR/VP16-NR2E3. Photoreceptor-specific nuclear receptor (Homo sapiens), Q9Y5X4. luciferase. inhibition of corepressor binding, % at 3.98 µM. hit rate 0.35% among 360,000. AID 602229, 2012;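 active = inhibition above the mean of all tested compounds plus 3 SD, cut at about 70% in these data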;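 also: 0% = DMSO with NR2E3 transfected cells and 100% = cells lacking NR2E3 construct; higher means lower luciferase signal from less NR2E3 corepressor binding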
Target sequence (Q9Y5X4 whole entry, looked up, the tested form may be a part): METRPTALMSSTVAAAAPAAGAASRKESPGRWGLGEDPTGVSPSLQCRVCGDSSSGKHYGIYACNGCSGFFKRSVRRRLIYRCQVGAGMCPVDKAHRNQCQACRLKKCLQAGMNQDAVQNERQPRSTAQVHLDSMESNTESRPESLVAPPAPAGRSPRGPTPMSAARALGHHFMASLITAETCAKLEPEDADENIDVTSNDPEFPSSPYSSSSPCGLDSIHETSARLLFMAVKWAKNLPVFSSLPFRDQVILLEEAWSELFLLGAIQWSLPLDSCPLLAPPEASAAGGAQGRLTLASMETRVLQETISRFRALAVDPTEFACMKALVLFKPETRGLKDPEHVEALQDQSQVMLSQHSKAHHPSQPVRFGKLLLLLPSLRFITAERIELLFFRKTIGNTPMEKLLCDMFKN
KKLEB tox: cytotoxicity in KKLEB CF airway cells, primary screen, cytotoxicity control for CF NF-kB inhibitor project, cell-based, uHTS, fluorescence assay plates; AID 602141, 2011; KKLEB CF airway cells viability, ATPlite luminescence, overnight; stronger effect = lower value; cells stimulated with P. aeruginosa culture filtrate; hit rate 0.36% among 360,000; activity change (cytotoxicity), % at 5 µM;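 active = corrected activity change at or below -50% at 5 µM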
LMP1 NFkB inh: EBV LMP1-driven NF-kappaB luciferase reporter inhibitors, primary screen, cell-based, luminescence, single point; LMP1-induced NF-kappaB luciferase reporter cells; inhibition, % at 12.5 µM; hit rate 0.69% among 350,000; AID 504558, 2011; in the data active = inhibition above about 41%;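 also: 0% = neutral control wells and 100% = reference inhibitor control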
MITF TRPM1 inh: inhibitors of MITF-dependent TRPM1 promoter reporter, primary screen, cell-based, SK-MEL-5, single point, luciferase. inhibition, % at 12.5 µM. hit rate 0.83% among 330,000. SK-MEL-5 TRPM1 promoter luciferase, 24 h. AID 488899, 2010;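 active = mean inhibition across replicates of 60% or more, whatever share of single replicates reaches that level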; also: values of inactives mirror those of a sister screen read the other way
Peg3 promoter: Peg3 promoter-driven luciferase inhibitors, primary screen, cell-based, HeLa, luciferase luminescence; inhibition, % at 20 µM; hit rate 1.7% among 360,000; HeLa PEG-Prom luciferase reporter, overnight;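 active = inhibition of at least 50% at 20 µM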
hiPSC survival: enhancers of single-cell hiPSC survival, primary screen, ATPlite luminescence. survival enhancement, % at 20 µM. 100% = ROCK inhibitor wells, 0% = DMSO. hit rate 0.044% among 360,000; in the data active = survival enhancement above about 18%;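 also: cells exposed to compounds for 16 hours before the ATP read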
NR2E3 ag-2: inhibitors of NR2E3-RetCOR corepressor binding, primary screen, NR2E3 agonist project, biochemical, TR-FRET, GST-NR2E3, biotin-RetCOR; 1536-well; AID 2300, 2010; inhibition of corepressor binding, % at 4.78 µM; hit rate 0.12% among 320,000; Photoreceptor-specific nuclear receptor (Homo sapiens), Q9Y5X4;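 active = percent inhibition above the cutoff of mean plus 3 SD of all tested compounds, set per screening campaign, cut at about 20% in these data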;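 also: 0% = DMSO wells and 100% = biotin wells as full block of FRET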
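System: GST-tagged NR2E3 plus biotinylated RetCOR corepressor; Amount: 1.35 nM GST-tagged NR2E3 final; Dosing: single nominal compound dose of 4.8 µM; Schedule: 5 h incubation at 4 °C; Technique: TR-FRET with europium anti-GST and streptavidin-D2, 340 nm excitation; Controls: biotin wells as high control, 0.6% DMSO wells as low control.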
HIF-2a inh: HIF-2a reporter inhibitors, primary screen, luminescence, 786-0 RCC cells | 786-0 RCC cells HIF-2a reporter, luciferase luminescence, overnight | inhibition, % at 18.8 µM | hit rate 0.72% among 360,000 | AID 624352, 2012;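 active = inhibition of the luminescence signal of 40% or more relative to plate controls, in a single-dose primary screen at 18.75 µM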
C8 TRAIL sens: viability loss with TRAIL in NB7+C8 cells, primary screen, TRAIL sensitizer project, cell-based, ATPlite luminescence; inhibition (viability loss, TRAIL sensitization), % at 10 µM; hit rate 1% among 360,000; AID 624354, 2012;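 active = compounds causing at least 50% loss of cell viability in the single-dose screen, relative to plate controls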
An asterisk follows results filed as active; . = not tested or not shown.

SMILES	Shn3 inh set2	CF NFkB inh	NR2E3 ag-1	KKLEB tox	LMP1 NFkB inh	MITF TRPM1 inh	Peg3 promoter	hiPSC survival	NR2E3 ag-2	HIF-2a inh	C8 TRAIL sens
CCn1c(=O)c2cc(C(=O)NCc3cccs3)sc2c2ccccc21	-2	-28	-17	0	52*	-9	4	0.6	5	-20	8
NC(=O)c1cn(-c2ccccc2)nc1-c1cccnc1	-7	10	-22	-6	9	4	10	-1.8	2	5	23
COC(=O)[C@H](CCSC)NC(=O)Nc1ccc(S(N)(=O)=O)cc1	-3	11	-3	7	-3	0	-16	-0.1	1	10	-10
COc1ccccc1N(CC(=O)N1CCCCCC1)S(=O)(=O)c1ccc(C)cc1	-16	-4	-18	-1	-9	-3	24	-0.6	5	8	-16
CCCCn1c(-c2cccc(Br)c2)nc2cc3[nH]c(=O)c(C(C)C)nc3cc21	-9	16	0	-8	-4	-5	20	0.7	-1	-10	5
O=[N+]([O-])c1ccccc1Nc1ccccc1	17	2	11	19	-3	0	3	1.1	0	6	-3
Cc1ccc(S(=O)(=O)Nc2ccc3ccccc3n2)cc1	-9	0	-21	6	.	.	-12	-0.5	1	-13	-4
O=c1cc(CN2CCOCC2)nc(C2CC2)[nH]1	-7	-4	-13	5	2	-5	10	2.7	4	14	-3
COc1ccc(NC(=S)NC2CCN(Cc3ccccc3)CC2)cc1OC	7	-23	3	-2	0	-2	16	0.4	-3	7	-7
CCC(C)(C)n1nnnc1C(c1cc(OC)ccc1OC)N1CCC(C(N)=O)CC1 (stereo not given)	5	-26	2	9	-26	-7	3	1.7	-4	8	-8
Cc1csc(NC(=O)c2nc(-c3ccccc3)n(-c3ccccc3)n2)n1	-5	4	-7	-12	-1	-16	6	3.4	-1	23	6
COC(=O)c1ccc(C2c3[nH]c4ccccc4c3C[C@H]3C(=O)N(C4CC4)CC(=O)N23)cc1 (stereo not given in full)	17	2	8	3	3	6	8	-0.3	-2	20	-31
Cc1ccc(S(=O)(=O)N2CCC(C(=O)OCC(=O)N(C)C3CCS(=O)(=O)C3)CC2)cc1C (stereo not given)	4	2	10	-6	-4	-8	8	-0.5	1	12	1
O=C(Nc1ccc(Cl)cc1)Nc1ccccc1NS(=O)(=O)c1cccs1	5	15	-11	-2	-1	-5	-9	-1.2	3	-38	0
Cc1ccnc(NC(=S)N2CCN(c3cccc(C(F)(F)F)c3)CC2)c1	1	11	84*	-18	22	4	31	-0.5	-59	-19	-5
COc1ccc(S(=O)(=O)N(C)c2ccc(C(=O)NCc3ccco3)cc2)cc1OC	2	16	-9	-5	4	4	10	-0.5	-1	12	-2
CCCS(=O)(=O)NC(=O)C1(C)CCCN(C(=O)c2nc3ccccc3s2)C1 (stereo not given)	5	-10	-38	-4	.	.	-4	-0.8	.	15	-1
CCN1CCC(N2CCN(c3ccc(F)cc3)CC2)CC1	-69	-7	-13	-6	-2	-3	6	0.0	-2	16	2
CC(=O)Nc1ccc(S(=O)(=O)NCCc2csc(-c3cccnc3)n2)cc1	-19	14	11	-13	27	1	6	-0.3	3	9	0
CC(=O)Nc1ccc(NC(=O)COC(=O)c2cc(S(=O)(=O)N3CCCC3)ccc2O)cc1	8	-9	-35	11	-6	-4	1	2.4	.	8	-11
COc1ccc(-n2cc(C(=O)O)c3ccccc3c2=O)cc1	-14	5	5	2	5	7	12	-1.6	3	31	18
COc1ccccc1OC(=O)c1ccc(S(=O)(=O)N(C)C)cc1	-7	15	-11	9	-10	1	11	-1.5	1	21	-6
O=C(c1cc2c(s1)-c1ccccc1OC2)N1CCN(c2ccccn2)CC1	-14	23	0	-3	-4	-3	-43	4.8	0	-77	-6
CCOc1ccc(-n2ccnc(SCC(=O)NCc3cccc(OC)c3)c2=O)cc1	-4	3	2	9	1	0	-6	0.4	-2	6	-2
Cc1cc2cc(CN(Cc3ccc4c(c3)OCO4)C(=O)c3cnccn3)c3nnnn3c2cc1C	9	-18	-25	-17	4	1	-4	2.8	-1	-9	-23
CN(C)c1cc(-c2ccc(Br)cc2)oc(=O)c1Cl	-20	-29	-1	12	.	.	15	-0.2	-2	-23	11
c1ccc(Nc2nc(-c3ccccn3)cs2)cc1	-60	-10	-28	0	-15	-5	-284	-2.8	2	-218	30
Cn1c(=O)c2ccccc2n2c(=S)[nH]nc12	17	9	-10	4	-7	-4	3	-0.6	4	6	-7
CCc1cccc(NC(=O)CCCN2C(=O)NC(C)(C)C2=O)c1	12	-24	0	4	-2	1	-10	2.2	4	10	-6
Cc1ccc(OCc2nnc(SCC(N)=O)n2N)cc1	.	9	4	-9	-1	2	-1	0.0	2	-7	20
O=C(Nc1ccc2nc(-c3cccnc3)[nH]c2c1)C12CC3CC(CC(C3)C1)C2	22	-6	-21	-2	-63	-69	-53	-1.0	0	-60	36
CCCn1[nH]cc(SC)c(=O)c1=O	-11	12	-37	0	10	-6	9	7.8	0	16	-6
Cc1csc(NC(=O)/C=C/c2ccco2)n1	-143	3	-109	-8	-14	-53	-239	0.8	-1	-167	25
O=C(Nc1sc2c(c1C(=O)NC1CCCCC1)CCC2)c1ccco1	5	4	-12	-3	-9	5	10	1.5	.	-6	-11
O=C(CCS(=O)(=O)c1cccc2nonc12)NCCc1ccccc1	-10	-1	-9	6	-9	5	-2	-0.9	4	3	-42
Cc1cc(NCc2ccccc2)nc2ccccc12	-7	-8	4	-10	8	-1	-40	-4.8	0	-60	0
CC(=O)Nc1ccc2c(c1)N(C(C)=O)c1ccccc1CC2	33	-2	0	1	2	-3	19	-0.6	-1	8	-5
c1ccc2c(c1)ncn2CCCOc1ccc2c(c1)CCC2	1	6	18	-13	-24	-3	-185	-1.3	-1	-214	16
O=C1CN(C(=O)c2ccccc2F)c2ccccc2N1	13	-1	-19	0	0	-3	-1	-2.2	0	-13	23
COC(=O)c1c(NC(=O)CSc2nnc(-c3cccnc3)n2Cc2ccco2)sc(C)c1C	11	0	-9	2	5	6	13	-0.1	-1	23	17
CCOc1ccc(S(=O)(=O)N(C)c2ccc(OCC(=O)NCc3ccco3)cc2)cc1	-15	4	-14	1	-27	-9	7	-1.0	4	13	1
COc1cccc(C2c3[nH]c4ccccc4c3C[C@H]3C(=O)N(c4ccccc4C(=O)N4CCCC4C(=O)O)C(=O)N23)c1 (stereo not given in full)	-5	-14	-9	13	-3	13	6	-1.2	-3	15	-1
O=C(Cn1cnc2ccccc2c1=O)Nc1ccc2c(c1)CCC2	17	-2	-13	-1	-4	-11	-24	-1.2	2	-21	-3
COC(=O)c1ccc(Oc2nc(Nc3ccc(C)c(C)c3)nc(N(C)C)n2)cc1	13	-17	12	-16	9	3	14	-3.6	4	6	16
CCn1c2ccccc2nc2cc3c(cc21)c(Cl)c(=O)c1ccccc13	-4	81*	-23	-38	-19	.	62*	-2.2	.	54*	79*
Cc1c(C#N)c(NC(=O)C(C)C)n(Cc2ccccc2)c1C	-7	-8	-1	20	9	5	-1	-1.2	2	19	0
O=C(Cc1ccccc1[N+](=O)[O-])NCCCN1CCOCC1	12	5	-5	14	3	11	3	0.7	2	11	-2
Cc1ccc(NC(=O)c2cc(S(=O)(=O)N3CCOCC3)cn2C)cc1Cl	3	14	3	5	-1	-10	23	-3.3	-3	8	7
Cc1ccc(S(=O)(=O)N2CCN(C(=O)Cc3sc(C)nc3-c3ccc(F)cc3)CC2)c(C)c1	6	20	-15	2	5	14	30	-0.6	0	13	2
CCc1ccc2oc(=O)cc(CN3CCN(Cc4ccccc4)CC3)c2c1	8	5	8	-5	1	10	23	1.0	1	21	-17
N=C(N)SCc1ccc(Cl)cc1Cl	1	22	-44	7	-20	-5	7	0.7	2	7	6
Cc1ccc(-c2nc(CSCC(=O)NCc3cccnc3)c(C)o2)cc1	-12	-7	41	14	6	11	1	2.2	2	-15	-5
NS(=O)(=O)c1ccc(CCNC(=O)CN2CCCCCC2)cc1	15	-1	1	5	-2	-10	-9	-2.9	1	7	1
COCc1nnc(SCC(=O)NCc2ccccc2)n1-c1ccccc1	1	-8	15	6	-7	3	6	-0.5	3	0	-15
S=C(NCc1ccccc1)Nc1ccc2ccccc2c1	-95	2	-119	-2	-22	-57	-254	0.1	.	-249	7
CCCCCCn1c(CN2CCN(C(=O)OCC)CC2)nc2c1c(=O)n(C)c(=O)n2C	-6	5	-8	-12	-7	10	9	-0.5	3	11	19
COCCCNC(=O)CN(CCc1ccccc1)S(=O)(=O)c1ccc(OC)cc1	2	12	7	2	-5	0	12	2.1	2	9	-11
O=C(N/C=C/n1cnc2cc(C(F)(F)F)ccc21)c1ccccc1	5	-5	-2	0	-3	-3	18	-0.7	6	10	-22
O=C(C1=C[C@H](c2ccc3c(c2)OCO3)C[C@H](OCc2ccc(CO)cc2)O1)N1CCCCCCC1	9	-3	-12	-3	-4	1	8	3.1	1	8	16
C/C(=N\Nc1ncc(Br)cn1)c1cccc([N+](=O)[O-])c1	2	-3	-131	-4	-1	-2	-39	-0.5	-4	-34	-8

Part of the list above with just MITF TRPM1 inh and Shn3 inh set2.
SMILES	MITF TRPM1 inh	Shn3 inh set2
N=C(N)SCc1ccc(Cl)cc1Cl	-5	1
COCc1nnc(SCC(=O)NCc2ccccc2)n1-c1ccccc1	3	1

The results go on:
SMILES	Shn3 inh set2	CF NFkB inh	NR2E3 ag-1	KKLEB tox	LMP1 NFkB inh	MITF TRPM1 inh	Peg3 promoter	hiPSC survival	NR2E3 ag-2	HIF-2a inh	C8 TRAIL sens
CCN(CCCNC(=O)C1c2ccccc2C(=O)N(CCOC)C1c1ccc(F)cc1)Cc1ccccc1 (stereo not given)	20	10	7	-3	0	-4	13	-0.3	0	12	2
CCOc1ccc(-c2ccc(SCC(=O)Nc3nnc(C)s3)nn2)cc1	-66	-15	-42	-24	-2	-66	-231	-0.6	-3	-218	62*
Cc1c(C(=O)O)oc2ccc(S(=O)(=O)NCCC3=CCCCC3)cc12	6	10	-30	0	-1	-1	0	2.7	2	-8	0
O=C(CC[C@H]1O[C@@H](n2cnc3c(NC(=O)c4ccccc4)ncnc32)[C@H](O)[C@@H]1O)NCC(F)(F)F	39	-12	-2	-21	.	.	-7	-0.1	.	3	-42
N#CCN(C(=O)COC(=O)CCCNC(=O)c1ccc(Cl)cc1)c1ccccc1	17	5	-34	-8	-24	0	-8	-1.0	1	13	5

Compound activity: PubChem, several laboratories

Not all compounds are listed; the hit share may differ from the screen's.
